# Screening results: PubChem BioAssay, National Center for Advancing Translational Sciences (NCATS)
# ERK EGF block: EGF-driven ERK pathway inhibition | HEK293-V1b, EGF-stimulated phospho-ERK AlphaScreen | Potency, µM (highest dose often 11.5 µM), for inactives: at the top dose activity change, negative = inhibition, actives largely listed as inhibitors | 130,000 tested, 0.41% active | AID 1454; active means well fitted inhibition curve with a large enough effect; inconclusive means small, poorly fitted or top-dose-only effect, or effect the other way;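 further: plate controls were stimulated vehicle wells for no effect and unstimulated vehicle basal for full effect; nearly all actives have a fitted effect of over 55% in size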
#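 After overnight plating in 1% FBS, HEK293-V1b cells received test compound for half an hour, then a 5 min pulse of EGF (25 nM); ERK phosphorylation in lysates was read by bead-based AlphaScreen.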
# * hit, by the source's call; ? = inconclusive; & = joins results of further samples; [ ] = another dose, or the depositor's remark. Potency means the concentration at half of the fitted maximal effect. Only part of the results is shown; count on the stated rates, not on these rows.
entry	canonical_smiles	ERK EGF block
1	O=[N+]([O-])c1ccc(N/N=C/c2cn(Cc3ccc(F)cc3)c3ccccc23)nc1	-6%
2	O=c1[nH][nH]c(-c2ccccc2O)c1C(C[N+](=O)[O-])c1ccc(Br)cc1 (stereo not given)	7%
3	C=CCNC(=S)Nc1cccc(NC(=S)NCC=C)c1	-3%
4	COc1cc2c(cc1OC)[C@@H]1CC(=O)[C@@H](CC(C)C)CN1CC2	1%
5	COc1ccc(/C=C(/C#N)c2cccnc2)cc1OC	-14%[57.5 µM]
6	COc1ccccc1N1CCN(C(=O)c2cccc3c(=O)c(C)c(-c4ccccc4)oc23)CC1	1%
7	COc1ccc(NC(=O)c2ccc(NC(=O)CN(C)CC(=O)Nc3c(C)cccc3C)cc2)cc1	5%[57.5 µM]
8	O=C1CC[C@@H](C(=O)N2CSC[C@H]2C(=O)O)N1	?
9	COC(=O)c1ccc(COc2cccc3c2CCN(Cc2cccc(C)c2)C3=O)o1	3%
10	Cc1ccc(/C=N\NC(=O)c2cc([N+](=O)[O-])cc([N+](=O)[O-])c2)o1	-3%
11	CCN(CC)CCOC(=O)c1ccc(N/C=C(/C#N)c2nc(-c3cccc(OC)c3)cs2)cc1	5%[57.5 µM]
12	Cc1c(CN(C)C(=O)c2ccc(Br)o2)cnn1C	2%
13	NS(=O)(=O)c1ccc(NC(=O)COC(=O)C2CCCCC2)cc1	-1%
14	COCCCNC(=O)c1c[nH]c2ccc(S(=O)(=O)N3CCc4ccccc43)cc2c1=O	-10%[57.5 µM]
15	CC(C)CNS(=O)(=O)c1cc(C(=O)O)c(Cl)cc1Cl	-4%[57.5 µM]
16	C[C@@H](NC(=O)c1coc(=O)c(Br)c1)c1ccccc1	4%
17	CCOC(=O)N1CCN(c2cccc(C)c2C)CC1	9%
18	Cc1ccc(NC(=O)C2CC(=O)n3c(nc4ccccc43)N2)cc1Cl (stereo not given)	-11%
19	COC(=O)c1ccc(C(=O)OC)c(NC(=O)CSCC(=O)O)c1	1%[57.5 µM]
20	CCCCN1C(=O)N(C)C2C1N(C)C(=O)N2CCCC (stereo not given)	-3%
21	COc1ccc(C2/C=C\CN(C(=O)Oc3ccccc3)CC(=O)N2Cc2ccc(F)cc2)cc1 (stereo not given)	6%[57.5 µM]
22	CCOC(=O)c1c(-c2ccc(C)s2)csc1N	20%
23	CCCCCCCCCCCCCCCCCCOC[C@@H](O)COP(=O)([O-])OCC[N+](C)(C)C	-8%
24	CCCCN(C(=O)/C=C/c1ccc(OCC(C)C)c(OCC)c1)c1c(N)n(CCC)c(=O)[nH]c1=O	-11%
25	Cc1ccc(C)c(-c2csc(NC(=O)c3cnccn3)n2)c1	-7%
26	O=c1c2cc(Br)ccc2nc(-c2ccc([N+](=O)[O-])cc2)n1O	-3%
27	Cc1cccc(OCC(=O)Nc2cccc(C(=O)Nc3ccccc3C(=O)O)c2)c1	6%
28	C=CCN1C=C2C(=O)C(C)(OC(=O)CC)C(=O)C=C2C=C1CCCC (stereo not given)	10%[57.5 µM]
29	O=C(NNC1OC(CO)C(O)C(O)C1O)c1cccc(Br)c1 (stereo not given)	6%
30	O=c1c2cc(-c3ccccc3)sc2nc2n1CCC2	-4%
31	CSc1nc2cc(C)nn2c(-c2ccccc2)c1C#N	23%[57.5 µM]
32	Nc1cccc(Oc2c(F)c(F)c(Oc3cccc(N)c3)c(F)c2F)c1	-5%[57.5 µM]
33	CC(C)c1ccc(NC(=O)C(c2ccccc2)N2CC(=O)Nc3ccccc32)cc1 (stereo not given)	?
34	O=C(CCCN1C(=O)c2cccc3cccc(c23)C1=O)Nc1nccs1	11%[57.5 µM]
35	Cc1cccc(N(C(=O)c2cnc3n(c2=O)CCS3)C2CCCCC2)c1	-11%
36	Cn1c(N)c(C(=O)COC(=O)CC(NC(=O)c2ccccc2Cl)c2ccccc2)c(=O)n(C)c1=O (stereo not given)	0%
37	CC(=O)Nc1nc(CC(C)C)cc(-c2ccccc2)c1C#N	-2%[57.5 µM]
38	Cc1ccc(C)c(OC(=O)c2ccncc2)c1	11%
39	O=C(c1cc2ccccc2oc1=O)N(c1ccccc1)C1C=CS(=O)(=O)C1 (stereo not given)	-2%
40	CCCCCCCC(O)CC(CC1CCCCC1)C(=O)NN (stereo not given)	4%
41	COc1ccc(CCN=C(N)NS(=O)(=O)c2ccc(C)c(C)c2)cc1	-7%
42	C(=N\Nc1nc2ccccc2s1)/c1ccc2c(c1)OCO2	1%
43	CCNS(=O)(=O)c1ccc(NC(=O)c2cncc(Br)c2)cc1	-10%
44	CC(C)c1ccc(NC(=S)N2CCN(Cc3ccccc3)CC2)cc1	0%
45	CN(C)c1ccc(NC(N)=S)cc1	-9%
46	NC(=O)c1ccc(NC(=O)c2cccc(Oc3ccccc3)c2)cc1	1%
47	COc1ccc(C(C(=O)NC(C)(C)C)N(Cc2ccc(C)cc2)C(=O)CCC(=O)Nc2cc(C)on2)cc1 (stereo not given)	0%
48	CCOc1ccc(N2CCc3c(C)nc(SC)nc32)cc1	6%
49	NC(=O)C1CCN(c2ccnc3cc(Cl)ccc23)CC1	-9%
50	CC(C)(Nc1ccccc1)C(=O)c1ccccc1	5%
51	COc1ccc(CSc2nncn2N)cc1[N+](=O)[O-]	4%
52	CN1c2ccsc2C(=O)/C(=C\Nc2cccc(C(F)(F)F)c2)S1(=O)=O	-12%[57.5 µM]
53	CCOC(=O)c1cnc(-n2nc(C)cc2C)nc1Nc1ccc(N(C)C)cc1	?
54	COc1ccccc1C(=O)N/C(=N/c1nc(C)cc(C)n1)Nc1ccccc1	-2%[57.5 µM]
55	Cc1cc(NC(=O)CCc2ccccc2)c([N+](=O)[O-])cc1C	-3%
56	Cc1ccc(COCC(CC(C)C)N2CCN(C(=O)c3cccc(C(F)(F)F)c3)CCC2=O)cc1 (stereo not given)	5%
57	CCOC(=O)C(C)Sc1ncc(-c2ccccc2)cn1 (stereo not given)	-5%
58	O=C(C1=NN[C@@H]2C(=O)N(c3cccc(F)c3)C(=O)[C@H]12)C(c1ccccc1)c1ccccc1	-2%
59	O=C(NNC(=S)Nc1ccccc1C(F)(F)F)c1ccc(Br)o1	2%
60	Cc1cccc2cc(CN(C(=O)c3cccs3)c3ccccc3)c(=O)[nH]c12	-3%

# Laid out differently: results already given.
47. COc1ccc(C(C(=O)NC(C)(C)C)N(Cc2ccc(C)cc2)C(=O)CCC(=O)Nc2cc(C)on2)cc1 (stereo not given)
  ERK EGF block = 0%
49. NC(=O)C1CCN(c2ccnc3cc(Cl)ccc23)CC1
  ERK EGF block = -9%
59. O=C(NNC(=S)Nc1ccccc1C(F)(F)F)c1ccc(Br)o1
  ERK EGF block = 2%

# The results go on:
entry	canonical_smiles	ERK EGF block
61	CC(C)CNS(=O)(=O)c1cc(C(=O)OCC(=O)c2ccc3c(c2)OCCO3)c(Cl)cc1Cl	4%
62	CC1(N(O)/C=C2\C=CC=CC2=O)CCCCC1=O (stereo not given)	-15%[57.5 µM]
63	FC(F)(F)COc1nc(N2CCOCC2)nc(N(c2ccccc2)c2ccccc2)n1	-4%
64	O=C(/C=C/c1ccc(O)c(O)c1)OCCc1ccccc1	7%&21%
65	S=C(NC1CCCC1)N1CCN(c2cccc(Cl)c2)CC1	-1%
66	Cc1sc2nc(CSCC(=O)N(CCC#N)c3ccccc3)[nH]c(=O)c2c1C	-6%
67	CN1/C(=C/C=N/NC(=O)c2ccc([N+](=O)[O-])cc2)C(C)(C)c2ccccc21	?
68	O=C(CCn1c(=S)oc2ccccc21)NC1CCCCC1	6%[57.5 µM]
69	O=C(CCCOc1ccccc1)Nc1cccnc1	3%
70	COc1ccccc1CNC(=O)C1(C)Oc2cccnc2NC1=O (stereo not given)	-5%
71	CC(C)N(c1ccccc1)c1ccc(NC(=S)NCCN(C)C)cc1	-6%
72	O=C(Nc1cccc(S(=O)(=O)N2CCCC2)c1)c1ccc2ccccc2n1	-5%
73	COc1cc(NC2c3ccccc3C(=O)N2Cc2ccccc2)cc(OC)c1OC (stereo not given)	8%[57.5 µM]
74	CC(C)(C)C(=O)COC(=O)c1cc(-c2ccncc2)nc2ccccc12	-6%
75	COc1ccc([N+](=O)[O-])cc1N(CC(=O)N1CCCCC1)S(C)(=O)=O	2%
76	CN(CCN1CCOCC1)Cc1nc(-c2cccs2)no1	6%
77	O=C(c1cccnc1)c1cccnc1	13%
78	Cc1cc2nc(CN(C)Cc3c(C(=O)N(C)C)nc4ccc(Cl)cn34)[nH]c2cc1C	9%
79	COc1ccc(C(=O)N/N=C(\c2ccccc2)c2ccccn2)cc1	9%
80	CC(=O)Nc1ccc(O)cc1[N+](=O)[O-]	-3%[57.5 µM]
81	O=C(NC1CC1)C1=C[C@@H](c2csc3ccccc23)C[C@@H](OCc2ccc(CO)cc2)O1	-14%[57.5 µM]
82	CC(=O)C1=C(C)N(c2ccccc2)C(=O)C1(NS(=O)(=O)c1ccc(N)cc1)C(F)(F)F (stereo not given)	-14%
83	O=C1CCCC2=C1C(c1ccsc1)CC(=O)N2c1ccccc1F (stereo not given)	-5%
84	CCOCC(=O)Nc1nnc(Cc2ccc(OC)cc2)s1	-7%
85	CCCCOc1ccc(N=Cc2cccs2)cc1	6%
86	Cc1csc2sc(-c3ccnc(SCC(=O)NCc4ccccc4)n3)c(C)c12	-9%[57.5 µM]
87	CN(C(=O)c1coc(=O)c2ccccc12)c1ccccc1Cl	8%
88	Cc1[nH]c2ccccc2c1/C=N/Nc1nncn1N	-12%
89	O=C(NCc1ccccc1)C1COc2ccccc2O1 (stereo not given)	3%
90	COc1cc(C2C(C#N)=C(N)OC3=C2C(=O)CC(C)(C)C3)ccc1OCCN1CCOCC1 (stereo not given)	3%[57.5 µM]
91	CC(C)Cn1c(=O)c2ccccc2n2c(SCC(=O)N3c4ccccc4CC3C)nnc12 (stereo not given)	11%
92	O=C(O)COc1ccccc1/C=N/Nc1ccc(S(=O)(=O)Nc2ccc(Cl)cc2)cc1[N+](=O)[O-]	6%
93	CN(CC1CCOCC1)C(=O)CC1C(=O)NCCN1Cc1cccc(Oc2ccccc2)c1 (stereo not given)	-11%[57.5 µM]
94	COc1cccc(CNC(=O)CCc2nnc(C3CCCCC3)o2)c1	-13%
95	CC/C(=N\NC(C)=O)c1ccc(OC(F)F)cc1	-2%
96	COc1cc(-c2nc(CN(C)C(C)c3ccncn3)c(C)o2)ccc1F (stereo not given)	-7%
97	O=C1CCC(c2ccc(-n3ccnc3)cc2)=NN1	-5%
98	O=C1CCC(c2ccccc2)=NN1	-6%
99	COc1ccc(N2CC(NC(=O)NC(C)(C)C)CC2=O)cc1 (stereo not given)	-6%
100	COc1ccc(/C=C2\S/C(=N/S(=O)(=O)c3cccs3)NC2=O)cc1	-1%

# 7 entries out of the list, ordered by length of the SMILES, rising:
entry	canonical_smiles	ERK EGF block
88	Cc1[nH]c2ccccc2c1/C=N/Nc1nncn1N	-12%
84	CCOCC(=O)Nc1nnc(Cc2ccc(OC)cc2)s1	-7%
83	O=C1CCCC2=C1C(c1ccsc1)CC(=O)N2c1ccccc1F (stereo not given)	-5%
96	COc1cc(-c2nc(CN(C)C(C)c3ccncn3)c(C)o2)ccc1F (stereo not given)	-7%
93	CN(CC1CCOCC1)C(=O)CC1C(=O)NCCN1Cc1cccc(Oc2ccccc2)c1 (stereo not given)	-11%[57.5 µM]
81	O=C(NC1CC1)C1=C[C@@H](c2csc3ccccc23)C[C@@H](OCc2ccc(CO)cc2)O1	-14%[57.5 µM]
92	O=C(O)COc1ccccc1/C=N/Nc1ccc(S(=O)(=O)Nc2ccc(Cl)cc2)cc1[N+](=O)[O-]	6%

# Other compounds follow:
entry	canonical_smiles	ERK EGF block
101	CSC1=NCCCN1C(=O)c1c(-c2ccccc2Cl)noc1C	11%[57.5 µM]
102	CCCCN(CC)C(=S)Nc1ccc2nc3n(c(=O)c2c1)CCCCC3	6%
103	Cc1ccccc1OCC(=O)Nc1ccc2c(c1)C(=O)c1ccccc1C2=O	1%
104	COC(=O)CSC(=S)N1C(C)CCCC1C (stereo not given)	1%[57.5 µM]
105	CCOc1ccc(-c2cc(CCCC(=O)NCc3ccco3)no2)cc1	1%
106	O=C(c1ccc(Cl)cc1)N1CCN(c2cccc3[nH]ccc23)CC1	5%[57.5 µM]
107	O=C(Cc1csc(NC(=O)c2ccccc2)n1)NO	-2%
108	COc1cc(NC(=O)c2cccs2)c(C(=O)OCC(=O)c2cc(C)n(-c3ccccc3)c2C)cc1OC	12%
109	CC(C)CC(=O)CC1(O)C(=O)Nc2ccccc21 (stereo not given)	-7%
110	Cc1cccn2c(CNCCCOc3cccnc3)c(C(=O)N3CCOCC3)nc12	-10%
111	O=C(COC(=O)Cc1ccccc1F)Nc1ccc2c(c1)OCO2	-3%
112	CCc1ccc(NC(=S)Nc2ccc3cn[nH]c3c2)cc1	3%
113	COCCN(C(=O)CCc1ccc(OC)cc1)c1nnc(-c2ccncc2)s1	-4%
114	CC(=O)c1ccc(N2CCN(C(=S)Nc3cc(C)ccc3C)CC2)cc1	-1%
115	CC1CC(C)CN(S(=O)(=O)c2ccc(Oc3ccc([N+](=O)[O-])cc3)cc2)C1 (stereo not given)	10%
116	Cc1nc2ccccc2c(=O)n1NC(=O)c1ccc([N+](=O)[O-])cc1	1%
117	Cc1ccc(NC(=O)/C(Cl)=C/c2ccccc2)cc1C	0%
118	Cc1ccc(N2CCN(S(=O)(=O)N(C)C)CC2)cc1C	12%
119	CCOc1ccc(-c2c(=O)n(OCc3ccc([N+](=O)[O-])cc3)c3ccccc3[n+]2[O-])cc1	9%
120	Cn1c(OCc2cccnc2)nc2c1c(=O)n(Cc1ccc(F)cc1)c(=O)n2C	-6%[57.5 µM]
121	CC(=O)c1cnc2c(-c3cccc(Br)c3)cnn2c1C	2%
122	Cc1nc(N)ncc1C(=O)Nc1ccccc1	-1%
